All columns: NCI-60 one-dose screen, growth in % after 48 h at 10 µM unless noted; 100 = growth as untreated, 0 = no growth, -100 = all killed.
UO-31 – UO-31 renal cancer; 5.2% of 81,000 active; AID 1794768
PC-3 – PC-3 prostate cancer cells; 3.9% of 80,000 active
A498 – A498 renal cancer cells; 5.4% of 76,000 active
CAKI-1 – CAKI-1 renal cancer. 4.7% of 75,000 active
786-0 – 786-0 renal cancer cells. 5.1% of 81,000 active
SN12C – SN12C renal cancer cells; 3.8% of 81,000 active; AID 1794767
ACHN – ACHN renal cancer | 4.9% of 81,000 active | AID 1794771
TK-10 – TK-10 renal cancer cells. 3.9% of 81,000 active. AID 1794769
RXF 393 – RXF 393 renal cancer cells; 6.9% of 77,000 active
* marks the source's active call; other numbers are inactive results; x = not tested or not shown; & = joins results of further samples. How the source made its calls: active means growth percent below 10; inactive means the rest.

SMILES	UO-31	PC-3	A498	CAKI-1	786-0	SN12C	ACHN	TK-10	RXF 393
CC(=O)/C(=C\n1c(=S)[nH]c2ccccc21)C(=O)Nc1ccccc1	89	96	103	96	100	79	95	111	101
CC(=O)NCCCN1c2nc3ccccc3cc2Sc2cc3ccccc3nc21	29	76	108	87	78	80	78	99	x
Cc1ccc2nc(-c3c(-c4ccc(F)cc4)nc4sccn34)[nH]c2c1	80	89	87	93	90	96	90	92	67
O=C(CSc1nnc(-c2ccc(-c3nc4ccc(Cl)cc4[nH]3)cc2)o1)Nc1ccc(C(=O)/C=C/c2ccccc2)cc1	82	100	96	105	103	91	100	103	113
C[C@H]1[C@H]2C3=CC[C@@H]4[C@@]5(C)CCC(=O)NC(C)(C)[C@@H]5CC[C@@]4(C)[C@]3(C)CC[C@@]2(C(N)=O)CC[C@@H]1C	83	69	114	79	99	87	98	112	96
O=C(CN1CCCCC1)Sc1nnc2sc3ccccc3n12	68	93	107	86	106	103	118	122	108
C[C@]12CC[C@@H]3c4ccc5nc6ccccc6cc5c4CC[C@H]3[C@@H]1CCC2=O	61	64	111	64	65	80	73	153	42
CC(=O)OC1Oc2ccccc2-c2oc3nc(=N)n(C)c-3cc21 (configuration not stated)	89	97	138	x	103	108	110	155	144
NC(=O)c1cc(Cl)ccc1O	86	87	99	100	93	100	109	99	103
N#C/C(=C\c1ccc(N2CCCCC2)cc1)C(=O)Nc1sc2c(c1C#N)CCCC2	88	86	x	88	100	98	102	111	98
CC1SC(c2ccc(C(F)(F)F)cc2)N(Nc2ccccc2)C1=O (configuration not stated)	85	96	82	91	92	98	103	99	111
CC(C)=NNc1cnnc2ccc([N+](=O)[O-])cc12	66	75	66	90	110	100	95	126	112
C[N+]1(CCCCC[N+]2(C)CCCC2)CCCC1	79	86	108	79	118	62	97	108	122
COc1cccc(/C=C2\Oc3cc(O)ccc3C2=O)c1OC	96	106	x	103	100	113	110	110	115
CC/C(C)=N/Nc1nc(C)cc(=O)[nH]1	92	116	128	93	107	101	106	119	120
N#Cc1c(NC(=O)Nc2ccc(F)cc2F)sc(=S)c2c1CCCC2	76	75	36	84	83	59	86	122	96
COc1ccc(/C=c2\c(=O)n(-c3ccccc3)c3nnc(N/N=C(/C)C(=O)O)n23)cc1	65	94	100	87	113	104	93	165	112
CSC1=NC=C(C#N)C2=NC(c3cccs3)NN12 (configuration not stated)	91	100	93	106	99	103	106	104	x
COC(=O)[C@]12CC[C@@H](C)[C@H](C)[C@@H]1C1=CC(=O)[C@@H]3[C@@]4(C)C[C@@H](OC(C)=O)[C@H](OC(C)=O)[C@@](C)(COC(C)=O)[C@@H]4C(=O)C[C@@]3(C)[C@]1(C)CC2	42	2.4*	53	30	69	57	32	74	64
CCOC(=O)c1cc(C(=O)c2ccc(O)c(O)c2)n2ccc(-c3ccn4c(C(=O)c5ccc(O)c(O)c5)cc(C(=O)OCC)c4c3)cc12	63	89	97	x	87	95	97	83	87
COc1ccc(C(=O)Nc2ccc3oc(-c4cc(OC)c(OC)c(OC)c4)nc3c2)cc1	97	71	69	97	82	71	76	83	x
O=C(NCO)c1ccccc1O	94	102	105	119	98	97	105	96	113
Clc1ccc(C2=NN[C@H](c3cn(-c4ccccc4)nc3-c3ccccc3)C2)cc1	105	37	91	20	84	51	53	99	43
O=C(Nc1ccc(N2CCOCC2)cc1)Nc1ccc2c(ccn2C(=O)c2cccc(F)c2)c1	102	49	88	42	28	74	62	87	-0.2*
O=C(CCN1CCCC1)c1cccs1	82	104	128	x	104	103	101	148	x

(more compounds)
SMILES	UO-31	PC-3	A498	CAKI-1	786-0	SN12C	ACHN	TK-10	RXF 393
O=C1CC(c2ccc(Cl)cc2)c2cnn(Cc3ccc4c(c3)OCO4)c2N1 (configuration not stated)	65	66	x	69	86	88	95	78	x
Cc1ccc(S(=O)c2ccc(C)cc2)cc1	76	90	x	x	102	108	109	113	123
CC1C(=O)c2cc3c(cc2CCN(C)Cc2c1ccc1c2OCO1)OCO3 (configuration not stated)	77	100	109	103	103	104	89	104	108
O=C(NC1CCCCC1)c1ccc2c(c1)nc(-c1ccccc1)n2C1CCCCC1	87	91	96	106	84	100	97	108	96
COc1ccc(C2=C(C#N)C3(C(=O)Nc4ccccc43)c3c(-c4ccc(Cl)cc4)nn(-c4ccccc4)c3N2)cc1 (configuration not stated)	65	53	50	71	92	85	87	91	39
C[n+]1c2ccccc2nc2c(N)cc(N)cc21	78	78	121	111	62	5.5*	97	126	112
CC(C)(C)c1ccc2c(c1)C(=O)N(Cc1ccc(S(N)(=O)=O)cc1)C2=O	66	93	106	87	108	103	109	92	120
COc1cccc(CNC(=O)C2CSC3(C)c4ccccc4C(=O)N23)c1 (configuration not stated)	92	97	85	86	105	102	106	95	107
COc1ccc(N2CN(c3nc4ccc(NS(=O)(=O)c5ccc(OC)c(OC)c5)cc4s3)C(=O)c3cccnc32)cc1	100	84	93	94	103	92	114	107	99
COc1ccc(NC2=C(Br)C(=O)C(C)=C(C)C2=O)cc1OC	84	70	95	99	106	100	100	165	104
COc1cc(C(O)CCBr)c(OC)cc1C (configuration not stated)	74	77	103	74	97	98	81	113	106
CC(C)=NOC(=O)Nc1ccc(F)cc1	69	92	92	93	86	100	104	90	88
CCN(CC)c1ccc(C(NCC2CCCCO2)C(Cl)(Cl)Cl)cc1 (configuration not stated)	94	85	96	96	102	99	104	135	102
Cc1ncccc1C(=O)Nc1ccc(-n2cnc3ccccc32)cc1	110	92	92	x	105	99	89	97	103
Cc1c(C(=O)/C=C/Nc2ccccc2C(=O)O)sc2nc3ccccc3n12	97	111	89	101	101	108	106	100	105
COc1ccc(C(N)=O)cc1	103	91	96	122	101	102	106	98	113
Oc1ccc(N=Cc2ccccc2O)cc1	77	x	112	x	93	102	88	101	x
COc1ccc2nc(Cl)c(-c3nnc(-c4ccccc4)o3)nc2c1	89	93	107	99	104	106	107	125	104
CCOC(=O)c1ccc2c(c1)c1c(C)c3ccncc3c(C)c1n2C	-13*	11	-46*	-10*	17	4.4*	-23*	2.5*	-62*
c1ccc(Nc2nnc(-c3cc(-c4cccnc4)n(-c4ccccc4)n3)o2)cc1	56	85	84	91	108	102	104	124	119
O=C1NC(=O)C(Cc2ccc(OCc3ccc(-c4ccccc4)cc3)cc2)S1 (configuration not stated)	57	75	102	69	89	77	78	100	103
C=C1CCC2C3(C)COC(c4ccc(N(C)C)cc4)OC3CCC2(C)C1/C=C/C1=CCOC1=O (configuration not stated)	37	50	59	72	64	84	68	77	116
COc1ccc(/C=C2\CN(Cc3cn(CCCNc4ccnc5cc(Cl)ccc45)nn3)C/C(=C\c3ccc(OC)cc3)C2=O)cc1	55	x	53	93	76	67	80	95	28
CCO/C=N/C1=C(C#N)C(c2ccc(O)cc2)c2sc3c(F)cccc3c2O1 (configuration not stated)	77	90	114	91	100	99	105	120	109
COc1cc(/C=C/C(=O)c2ccc(NC(=O)c3cc4cc5cc(C)ccc5nc4s3)cc2)cc(OC)c1OC	92	101	90	102	96	106	110	103	112

An excerpt taken from the entries so far, as a working copy:
SMILES	UO-31	PC-3	A498	CAKI-1	786-0	SN12C	ACHN	TK-10	RXF 393
CC1C(=O)c2cc3c(cc2CCN(C)Cc2c1ccc1c2OCO1)OCO3 (configuration not stated)	77	100	109	103	103	104	89	104	108
O=C(NC1CCCCC1)c1ccc2c(c1)nc(-c1ccccc1)n2C1CCCCC1	87	91	96	106	84	100	97	108	96
COc1ccc(C2=C(C#N)C3(C(=O)Nc4ccccc43)c3c(-c4ccc(Cl)cc4)nn(-c4ccccc4)c3N2)cc1 (configuration not stated)	65	53	50	71	92	85	87	91	39
C[n+]1c2ccccc2nc2c(N)cc(N)cc21	78	78	121	111	62	5.5*	97	126	112
CC(C)(C)c1ccc2c(c1)C(=O)N(Cc1ccc(S(N)(=O)=O)cc1)C2=O	66	93	106	87	108	103	109	92	120
COc1cccc(CNC(=O)C2CSC3(C)c4ccccc4C(=O)N23)c1 (configuration not stated)	92	97	85	86	105	102	106	95	107
COc1ccc(N2CN(c3nc4ccc(NS(=O)(=O)c5ccc(OC)c(OC)c5)cc4s3)C(=O)c3cccnc32)cc1	100	84	93	94	103	92	114	107	99
COc1ccc(NC2=C(Br)C(=O)C(C)=C(C)C2=O)cc1OC	84	70	95	99	106	100	100	165	104
COc1cc(C(O)CCBr)c(OC)cc1C (configuration not stated)	74	77	103	74	97	98	81	113	106
CC(C)=NOC(=O)Nc1ccc(F)cc1	69	92	92	93	86	100	104	90	88
CCN(CC)c1ccc(C(NCC2CCCCO2)C(Cl)(Cl)Cl)cc1 (configuration not stated)	94	85	96	96	102	99	104	135	102
Cc1ncccc1C(=O)Nc1ccc(-n2cnc3ccccc32)cc1	110	92	92	x	105	99	89	97	103
Cc1c(C(=O)/C=C/Nc2ccccc2C(=O)O)sc2nc3ccccc3n12	97	111	89	101	101	108	106	100	105
COc1ccc(C(N)=O)cc1	103	91	96	122	101	102	106	98	113
Oc1ccc(N=Cc2ccccc2O)cc1	77	x	112	x	93	102	88	101	x
COc1ccc2nc(Cl)c(-c3nnc(-c4ccccc4)o3)nc2c1	89	93	107	99	104	106	107	125	104
CCOC(=O)c1ccc2c(c1)c1c(C)c3ccncc3c(C)c1n2C	-13*	11	-46*	-10*	17	4.4*	-23*	2.5*	-62*
c1ccc(Nc2nnc(-c3cc(-c4cccnc4)n(-c4ccccc4)n3)o2)cc1	56	85	84	91	108	102	104	124	119
O=C1NC(=O)C(Cc2ccc(OCc3ccc(-c4ccccc4)cc3)cc2)S1 (configuration not stated)	57	75	102	69	89	77	78	100	103
C=C1CCC2C3(C)COC(c4ccc(N(C)C)cc4)OC3CCC2(C)C1/C=C/C1=CCOC1=O (configuration not stated)	37	50	59	72	64	84	68	77	116
COc1ccc(/C=C2\CN(Cc3cn(CCCNc4ccnc5cc(Cl)ccc45)nn3)C/C(=C\c3ccc(OC)cc3)C2=O)cc1	55	x	53	93	76	67	80	95	28
CCO/C=N/C1=C(C#N)C(c2ccc(O)cc2)c2sc3c(F)cccc3c2O1 (configuration not stated)	77	90	114	91	100	99	105	120	109

Remaining list, next part:
SMILES	UO-31	PC-3	A498	CAKI-1	786-0	SN12C	ACHN	TK-10	RXF 393
O=[N+]([O-])c1cccnc1C1OCCO1	86	97	91	103	108	95	119	118	119
CC(=O)N1N=C(c2ccc(OCC(=O)c3ccc(C)cc3)cc2)CC1c1ccc(Cl)cc1 (configuration not stated)	43	34	75	57	94	x	62	66	63
Clc1ccccc1-c1nc2ccccc2n2cccc12	72	94	102	90	112	108	107	105	109
NC(=O)CCc1nc(N)nc(N)n1	99	71	116	93	90	x	101	99	125
CCOc1ccccc1/C=C1\NC(=O)NC1=O	87	92	83	105	97	102	107	113	89
O=C1C=C/C(=C(\c2ccc(O)c(S(=O)(=O)O)c2)c2ccccc2C(=O)O)C=C1S(=O)(=O)O	78	100	84	79	104	98	103	117	x
COc1cc(OC)c([N+](=O)[O-])cc1Cl	105	97	95	94	100	93	105	116	124
CCCC(CC)N(c1ccc(OC)cc1)c1nc(-c2ccc(Br)cc2)cs1 (configuration not stated)	81	94	91	71	94	103	101	108	124
O=C1c2ccccc2C(=O)N1CCCCCCCCBr	96	88	92	97	101	95	101	102	109
C=C1CCC2C3(C)COC(c4c(F)cccc4F)OC3CCC2(C)C1C/C=C1/C(=O)OCC1O (configuration not stated)	-92*	5.0*	141	2.1*	-78*	-24*	-98*	-23*	-73*
COC1=CC2C3(O)CCCc4cccc(c43)N3C(=O)CCC23C=C1OC (configuration not stated)	88	89	94	x	97	95	102	113	103
CCOC(=O)n1cc(-c2nonc2-c2cn(C)c3ccc(Br)cc23)c2cc(Br)ccc21	70	89	91	78	100	98	90	102	94
Cc1cc(C)c2c(N)c(C(=O)c3ccccc3)sc2n1	98	97	87	98	100	103	109	126	95
COc1ccc(-c2nc3ccccc3n2CC(=O)N=Nc2c(O)[nH]c3ccccc23)cc1	71	89	94	91	96	103	101	100	71
Nc1cc(Cc2ccccc2)ccc1O	85	98	100	89	118	95	106	120	118
CCN(CC)C(=O)NS(=O)(=O)c1ccc(C)cc1	58&90	75&91	96&101	71&94	79&102	83&100	91&103	99&101	82&102
OCCn1cccn1	x	100	94	86	109	104	103	107	94
O=C(c1ccc(F)cc1F)N1c2ccccc2Sc2ccccc21	69	42	62	49	74	91	80	77	65
COc1ccc(-c2onc(N)c2-c2cc(OC)c3c(c2OC)OCO3)cc1	85	94	36	88	96	102	101	90	98
COc1ccc2c(c1)c1n[nH]c(=S)nc1n2CC(=O)O	89	104	119	94	102	95	105	111	99
CCCCCC1c2ccc(O)cc2Oc2nc(N)c(C#N)c(N)c21 (configuration not stated)	51	77	62	x	83	96	57	91	90

Fetched one by one from the entries so far:
SMILES	UO-31	PC-3	A498	CAKI-1	786-0	SN12C	ACHN	TK-10	RXF 393
COc1ccc(-c2nc3ccccc3n2CC(=O)N=Nc2c(O)[nH]c3ccccc23)cc1	71	89	94	91	96	103	101	100	71
COc1ccc2c(c1)c1n[nH]c(=S)nc1n2CC(=O)O	89	104	119	94	102	95	105	111	99
OCCn1cccn1	x	100	94	86	109	104	103	107	94

Screening data (PubChem)
